KDM5B inhibitor – Primary screen for KDM5B Histone Demethylases FDH-coupled qHTS | Lysine-specific demethylase 5B (Homo sapiens), Q9UGL1 | KDM5B demethylase, FDH-coupled NADH fluorescence (FDH is formaldehyde dehydrogenase) | Potency, µM (series often up to 57.7 µM), inactives show top-dose activity change, negative = inhibition, most hits filed as inhibitors | hit rate 2.6% among 220,000 | AID 1347165, 2019; active means well fitted inhibition curve with a large enough effect; inconclusive means small, poorly fitted or top-dose-only effect; inactive means no such curve, though single readings can be large or run the other way; further: 0% is about no effect; nearly all actives have a fitted effect of over 70% in size
Target sequence (Q9UGL1 whole entry, looked up): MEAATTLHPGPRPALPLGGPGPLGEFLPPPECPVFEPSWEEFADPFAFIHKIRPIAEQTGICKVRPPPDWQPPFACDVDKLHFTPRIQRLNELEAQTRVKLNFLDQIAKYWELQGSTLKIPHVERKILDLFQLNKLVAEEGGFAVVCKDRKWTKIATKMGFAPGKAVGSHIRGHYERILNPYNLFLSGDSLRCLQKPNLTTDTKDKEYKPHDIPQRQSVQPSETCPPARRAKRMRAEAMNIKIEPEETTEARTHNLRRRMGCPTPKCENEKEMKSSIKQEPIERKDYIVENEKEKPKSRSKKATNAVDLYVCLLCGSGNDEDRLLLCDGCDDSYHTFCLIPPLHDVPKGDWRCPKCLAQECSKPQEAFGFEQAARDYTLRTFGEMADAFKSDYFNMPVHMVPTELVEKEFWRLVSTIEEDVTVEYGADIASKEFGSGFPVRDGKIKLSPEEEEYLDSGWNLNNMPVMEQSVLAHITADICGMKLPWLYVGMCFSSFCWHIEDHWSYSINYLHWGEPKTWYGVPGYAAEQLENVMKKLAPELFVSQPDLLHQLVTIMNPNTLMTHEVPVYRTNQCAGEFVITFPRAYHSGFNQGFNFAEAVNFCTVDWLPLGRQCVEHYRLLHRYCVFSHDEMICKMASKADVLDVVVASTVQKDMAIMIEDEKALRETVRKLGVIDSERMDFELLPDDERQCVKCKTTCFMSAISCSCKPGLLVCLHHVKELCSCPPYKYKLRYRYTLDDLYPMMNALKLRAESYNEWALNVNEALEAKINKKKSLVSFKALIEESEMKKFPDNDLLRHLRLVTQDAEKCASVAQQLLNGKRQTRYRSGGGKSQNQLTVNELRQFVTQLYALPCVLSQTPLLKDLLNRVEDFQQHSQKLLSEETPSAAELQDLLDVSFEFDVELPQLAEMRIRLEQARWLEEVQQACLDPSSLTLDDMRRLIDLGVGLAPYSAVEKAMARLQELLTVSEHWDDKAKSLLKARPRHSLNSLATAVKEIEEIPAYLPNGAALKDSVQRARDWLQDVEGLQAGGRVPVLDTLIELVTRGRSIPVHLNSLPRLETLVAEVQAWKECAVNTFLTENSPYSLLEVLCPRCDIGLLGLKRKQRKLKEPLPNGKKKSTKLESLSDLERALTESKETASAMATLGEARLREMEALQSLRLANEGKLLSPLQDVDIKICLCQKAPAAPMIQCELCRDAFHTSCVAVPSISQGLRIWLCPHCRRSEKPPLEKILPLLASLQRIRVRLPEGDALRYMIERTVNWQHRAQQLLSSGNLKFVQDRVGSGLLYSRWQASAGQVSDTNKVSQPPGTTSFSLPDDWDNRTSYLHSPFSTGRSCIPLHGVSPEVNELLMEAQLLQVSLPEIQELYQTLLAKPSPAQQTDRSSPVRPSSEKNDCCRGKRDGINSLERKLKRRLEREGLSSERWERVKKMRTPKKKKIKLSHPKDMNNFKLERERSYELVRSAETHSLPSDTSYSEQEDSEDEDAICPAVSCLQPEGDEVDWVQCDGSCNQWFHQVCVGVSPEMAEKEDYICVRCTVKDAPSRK
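Coupled FDH/NAD⁺ fluorescence readout. KDM5BΔAP 200 nM final; compound titration, 10 min RT preincubation; substrate mix 12.5 µM H3K4me3, 25 µM 2-OG, 50 µM Fe(II), 100 µM ascorbate, 0.25 mM NAD⁺, 0.25 U/mL FDH; ΔRFU over 30 min.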
* marks the source's active call; other numbers are inactive results; i = inactive; ? = inconclusive; [ ] = another dose, or the depositor's remark. Potency means the concentration at half of the fitted maximal effect. Not all compounds are listed (hit frequency here may not be typical).

entry	structure	KDM5B inhibitor
1	CCCCCn1c(NCCCO)nc2c1c(=O)[nH]c(=O)n2C	9%
2	CC(=O)NNC(=S)Nc1cc(C)cc(C)c1	7%
3	Cc1ccc(C(=O)NC(C)c2nc(-c3ccccn3)no2)cc1N1CCNC1=O (stereo not drawn)	-18%
4	CC(C)(C)C(=O)/C=c1/[nH]c(=O)/c(=C/c2cc(F)ccc2F)s1	10%
5	Cc1noc(-c2cccs2)c1C(=O)NCCc1cccs1	?
6	O=C(c1ccccn1)N1CCN(C(=O)N2CC3CC(C2)[C@H]2CCCC(=O)N2C3)CC1 (stereo partly drawn)	-7%
7	O=C(Cc1c[nH]c2ccccc12)OCc1ccc(-c2ccccc2)cc1	3%
8	CC(C)C[C@@H]1N[C@H](C(=O)O)Cc2cn(Cc3ccncc3)c3cccc1c23	?
9	O=C1NCc2ccccc2CC12CCN(Cc1ccccc1)CC2	?
10	Cc1ccc(C)c(N2CCN(C(=O)CCc3nnc4n(CC(C)C)c(=O)c5ccccc5n34)CC2)c1	-18%
11	CCOc1ccccc1Oc1coc2cc(O)ccc2c1=O	?
12	COc1ccc(OC)c(CN2C(=O)CCCCC2(C)c2nnnn2C2CCCC2)c1 (stereo not drawn)	-1%
13	C=CCNc1ncnc2c1CCN(C(=O)COCC1CCCO1)CC2 (stereo not drawn)	-27%
14	COCCNC(=O)Cn1nc(Cc2ccncc2)c2ccccc2c1=O	23%
15	Cc1cccc(N/C(N)=N/c2nc(CSc3ccc(Cl)cc3)cc(=O)[nH]2)c1	25%
16	COc1cccc(-c2cn3c(n2)N(C(=O)c2ccoc2)CCC3)c1	?

Reformatted with each value named: entries from further up
14: COCCNC(=O)Cn1nc(Cc2ccncc2)c2ccccc2c1=O
- KDM5B inhibitor: 23%

15: Cc1cccc(N/C(N)=N/c2nc(CSc3ccc(Cl)cc3)cc(=O)[nH]2)c1
- KDM5B inhibitor: 25%

16: COc1cccc(-c2cn3c(n2)N(C(=O)c2ccoc2)CCC3)c1
- KDM5B inhibitor: ?

(listing goes on)
entry	structure	KDM5B inhibitor
17	Cc1oc2ncn(CC(C)C)c(=O)c2c1C(=O)N(CCN(C)C)Cc1ccccc1	-3%
18	CCCc1nnc(NC(=O)c2ccc3[nH]c(C)cc(=O)c3c2)s1	-30%
19	COc1ccc(F)cc1CO/N=C/c1cc(Cl)c(OC)c(OC)c1	21%
20	Cc1ccc(-c2cnc(CCC(=O)Nc3ccn(C)n3)o2)cc1C	16%
21	Fc1ccc(-c2nnc3ccc(NCc4cnccn4)nn23)nc1	-11%[86.2 µM]
22	O=C(NCc1ccc(C(F)(F)F)cc1)c1ccc(CN2CCCCC2)cc1	-20%
23	COc1ccc(C)cc1NC(=O)CCNC(=O)Cn1ccc2ccccc2c1=O	-32%
24	NNC(=O)CSc1c(-c2ccccc2)c2cc(Cl)ccc2[nH]c1=O	?
25	CCCCOc1ccc(C(=O)NCCc2csc(-c3ccc(OC)cc3)n2)cc1	?
26	CSc1ccc2cc(CN(C)CCO)c(-c3ccc(Cl)cc3)nc2c1	28µM*
27	CCN(CC(=O)NCc1ccc(F)cc1)C(=O)C(C)Oc1cccc(Cl)c1 (stereo not drawn)	-8%
28	O=C(NCc1csc2ccc(Cl)cc12)Nc1ccccc1	15%
29	Cc1ccnc(N(C(=O)Nc2ccccc2)C2=NCC(C)(C)S2)c1	5%
30	CSc1ncccc1C(=O)N1CCc2nc[nH]c2C1	-22%
31	CCOc1ccc(OCC)c(NS(=O)(=O)c2ccc(-c3coc(C)n3)cc2)c1	-13%
32	CC(C)CC(NC(=O)C1=NNC(=O)CC1)c1nnc2n1CCNCC2 (stereo not drawn)	-16%
33	Cc1ccccc1CN1CCC(N2CCCC(C(=O)NC3CC3)C2)CC1 (stereo not drawn)	14%
34	O=C(O)CC1(CNS(=O)(=O)c2ccc(Cl)cc2)CCCCC1	9%
35	Cc1[nH]c(SC(C)C(=O)Nc2cccc(S(=O)(=O)N(C)C)c2)nc1Cc1ccccc1 (stereo not drawn)	13%
36	O=C(C(=O)c1cccnc1)c1cccnc1	6%
37	CCC1CCCCN1C(=O)CSc1nc(-c2ccco2)cc(C(F)(F)F)n1 (stereo not drawn)	-10%
38	COc1ccccc1-c1nc(-c2c(C)noc2C)cc2cc(CN(C)C)oc12	35µM*
39	CN(Cc1cccnc1)c1nc2c(c(=O)[nH]1)CCN(Cc1cc(F)cc(F)c1)CC2	13%
40	Cc1ccc(N(CC(=O)NCc2ccco2)C(=O)CCC(=O)Nc2nccs2)cc1C	2%
41	Cc1oc(-c2ccccc2)nc1CSc1nc2ncccc2[nH]1	16%
42	Cn1nc(C2CCN(C(=O)c3cnccn3)CC2)c2c1CCOC2	25%
43	CC1=C[C@@H](CN2CCN(c3ccccn3)CC2)[C@H](C(C)C)C[C@H]1Cc1nnc(-c2ccc(C)cc2)o1	?
44	COc1ccccc1Nc1nc2ccccc2nc1NS(=O)(=O)c1ccc(C)c(C)c1	17%
45	CCn1nc(C)c2c(-c3ccccc3)cc(=O)n(C(C)C(=O)Nc3ccc(OC)c(OC)c3)c21 (stereo not drawn)	?
46	O=C(Nc1cccc2cccnc12)c1ccccc1Cl	2%
47	CNC(=O)[C@@H](c1ccc(Cl)cc1)N1CCC[C@H]1C(=O)N1CCC1	9%[86.2 µM]
48	O=C(CSc1ccc2c(c1)OCCCO2)NC1CCCc2ccccc21 (stereo not drawn)	-13%
49	Cc1cc(NC(=O)CN(C)CC(=O)Nc2ccc(F)c(F)c2F)no1	21%
50	Cn1cnc(S(=O)(=O)N2CCCCC2c2nc(-c3cnccn3)n[nH]2)c1 (stereo not drawn)	-18%
51	CC1Cc2ccccc2N1C(=O)CSc1nc2cc(S(=O)(=O)N3CCCCC3)ccc2o1 (stereo not drawn)	11%
52	CN(c1ccccc1)c1ccc2c(n1)CN(Cc1ccc(F)cc1)C(=O)CO2	32µM*
53	O=C(NCCc1ccccc1)[C@H]1CN(Cc2ccccc2)C[C@H]1C(=O)O	-27%
54	COc1cccc2cc(C(=O)NC3CCC(C)CC3)c(=O)oc12 (stereo not drawn)	-10%
55	CCn1nc(C)cc1-c1nnc(SCC(=O)Nc2ccccc2)n1CCCOC	11%
56	O=C(NCC1OCCc2ccccc21)c1ccc(Cl)cc1Cl (stereo not drawn)	4%
57	O=C(NC1CCN(Cc2ccccc2)CC1)c1cc2cc(F)ccc2[nH]1	?
58	COc1ccccc1NC(=O)C1CCN(c2nc3ccccc3nc2OC)CC1	35%[activator]
59	Cc1cc(NC(=O)c2cc(-c3ccccc3Cl)nc3ccccc23)no1	-2%
60	COc1ccc(S(=O)(=O)N2CCOC[C@H](Oc3ccccc3)C2)cc1	-9%[86.2 µM]
61	C#CC(C)(CC)NC(=O)Cn1nnc(-c2ccc(OCc3ccccc3Cl)cc2)n1 (stereo not drawn)	-27%
62	CC(C)NC(=O)CCC[C@@H]1[C@H]2CCCN3CCC[C@@H](CN1C(=O)c1cccnc1)[C@@H]23	-11%
63	Cn1nccc1C(O)c1cc2n(n1)CCN(C(=O)CCN1CCCO1)C2 (stereo not drawn)	4%
64	Cc1ccc(-n2ncnc2-c2cc3c(n(-c4ccccc4)c2=O)CC(C)(C)CC3=O)c(C)c1	-9%
65	COCCNC(=O)CSc1nc(-c2ccc(C)cc2)[nH]c1-c1ccc(OC)cc1	13%
66	Cc1noc(C)c1CC(=O)N1CCCCCCNC(=O)[C@@H]2CCCC[C@@H]21	-16%
67	COc1ccccc1-c1nc(COc2ccccc2C#N)cs1	?
68	COc1ccccc1CC(=O)NC(C)C1CC2CCC1C2 (stereo not drawn)	16%
69	CS(=O)(=O)c1cccc(OC(=O)/C=C/c2cccc(OCc3ccccc3)c2)c1	?
70	Cc1cc2n(n1)CCCN2C(=O)Nc1ccccc1C(F)(F)F	?
71	N#Cc1ccc(/C=C/C(=O)N(CCc2ccccc2)Cc2cccs2)cc1	-8%
72	Cc1cc(C)n2nc(CC(=O)Nc3nc(-c4cccc(Cl)c4)cs3)nc2n1	-1%

Carrying on.
entry	structure	KDM5B inhibitor
73	C=CCOc1cc(C)c2c(c1C)[C@H](O)C([C@H](C)C(=O)N(C)Cc1ccccc1)CC2 (stereo partly drawn)	35µM*
74	CCC(Sc1nnc(C)n2c1cc1sccc12)C(=O)Nc1ccccc1F (stereo not drawn)	?
75	COC(=O)Cc1c(C)c2ccc(OCc3ccc(Cl)cc3)cc2oc1=O	?
76	CCN(c1ccccc1)S(=O)(=O)c1ccc(OC)c(NC(=O)c2nn(C)c(=O)c3ccccc23)c1	-15%
77	COC(=O)C(C)Oc1ccc2c(=O)c(-c3ccccc3)c(C)oc2c1 (stereo not drawn)	9%
78	Cc1ccc2oc(C(=O)N(C)Cc3cc(-c4ccccc4)no3)c(C)c2c1	-18%
79	Cc1ccc(-c2csc(Nc3ccc4c(c3)OCO4)n2)cc1C	-21%
80	Cc1oc(-c2ccc(C(=O)NC3CCCC3)cc2)nc1CS(=O)(=O)c1ccccc1	-38%

Some of the entries so far, as labelled records.
76. CCN(c1ccccc1)S(=O)(=O)c1ccc(OC)c(NC(=O)c2nn(C)c(=O)c3ccccc23)c1
  KDM5B inhibitor: -15%
77. COC(=O)C(C)Oc1ccc2c(=O)c(-c3ccccc3)c(C)oc2c1 (stereo not drawn)
  KDM5B inhibitor: 9%
78. Cc1ccc2oc(C(=O)N(C)Cc3cc(-c4ccccc4)no3)c(C)c2c1
  KDM5B inhibitor: -18%
79. Cc1ccc(-c2csc(Nc3ccc4c(c3)OCO4)n2)cc1C
  KDM5B inhibitor: -21%

(list continues)
entry	structure	KDM5B inhibitor
81	c1cncc(CNC[C@H]2Cn3c(-c4ccc5c(c4)OCCO5)cnc3CO2)c1	-6%[86.2 µM]
82	CCc1ccc(CN(C(=O)Nc2cccc(Cl)c2)c2ccccn2)cc1	-28%
83	O=C(C1CCCCC1)N1Cc2[nH]cnc2C[C@H]1c1nc(-c2ccc3ccccc3c2)no1	32µM*
84	CC(C)CC(NC(=O)c1cccc(N(C)C)c1)c1ccccc1 (stereo not drawn)	?
85	CC1Cc2ccccc2N1S(=O)(=O)c1cccc(C(=O)NCc2ccccn2)c1 (stereo not drawn)	22%
86	CCCSc1nc(-c2ccccc2)[nH]c1S(=O)(=O)c1ccc(C)cc1	?
87	COc1ccccc1C(=O)N1CC(CNC(=O)C2CC2)C2(C1)CN(c1ccccc1)C2 (stereo not drawn)	4%[86.2 µM]
88	COc1ccc(Nc2nc3ccccc3nc2-n2nc(C)cc2C)cc1	10%
89	COc1ccc(CCNC(=O)c2ccc3c(c2)N(Cc2ccccc2)CCS3)cc1OC	17%
90	O=C(Nc1cccc(-c2nc3ccccc3o2)c1)c1ccc(Cl)cc1	15%
91	COCC1CCCN(Cc2nc(-c3ccccc3Cl)oc2C)C1 (stereo not drawn)	28%
92	O=C(/C=C/c1cccnc1)Nc1ccc(SC2CCCC2)cc1	-9%
93	COc1ccc(N2CC(NC(=O)C3CC3)CC2=O)cc1OC (stereo not drawn)	5%
94	O=C(CC1CCCC1)Nc1nc(-c2ccc3c(c2)CCO3)cs1	-4%
95	COc1ccc(CNC(=O)CCC2CCN(S(=O)(=O)c3ccccc3)CC2)cc1OC	16%
96	Cc1cc(C)cc(N2C(=O)CSC23C(=O)N(CC(N)=O)c2ccccc23)c1 (stereo not drawn)	1%
97	CCOc1ccc(OCC)c(NS(=O)(=O)c2cc(-c3onc(C)c3C)ccc2OC)c1	-10%
98	O=C(CCc1nnn2c1CN(C(=O)NCc1ccccc1)CC2)N1CCOCC1	14%
99	CCN(CC(=O)N(C)C)Cc1coc(-c2ccc(C)cc2C)n1	-2%
100	Cc1ccc(NC(=O)CN2CCCC2c2ccc(F)cc2)cc1 (stereo not drawn)	8%
101	O=C(Nc1ccccc1Br)N1CCC(CN2CCCC2)CC1	?
102	Cc1c2cnn(CC(=O)NCc3ccc(F)cc3)c(=O)c2c(C)n1Cc1cccc(Cl)c1	-7%
103	Fc1cccc(CN2CCNc3cnc(OCc4cccnc4)cc3C2)c1	?
104	COc1ccc(-c2nc(CSc3nncn4c3cc3sccc34)c(C)o2)cc1OC	-18%
105	Cc1ccccc1NC(=O)Cc1nc(COC(=O)c2cc([N+](=O)[O-])ccc2N)cs1	-23%
106	CN1CCN(C(=O)c2cc3ccccc3cc2O)CC1	11%
107	CC(=O)Nc1cccc(-c2nc(-c3c(C)noc3C)cc3c2cc(C)n3CCN(C)C)c1	i
108	O=C(CSc1nc(=O)n(CCN2CCOCC2)c2c1CCC2)Nc1ccc(Cl)c(Cl)c1	-17%
109	c1ccc(-c2cnc3n2C[C@H](CNCc2cccs2)OC3)cc1	-13%[86.2 µM]
110	CC1CCCN(C(=O)CSc2c3c(nc4cc(Cl)ccc24)CCCC3)C1 (stereo not drawn)	-13%
111	CC(C)c1nc(NC(=O)Cn2nc3c(cc2=O)CCCC3)n[nH]1	-8%
112	Cc1nc(-c2ccccc2)n(Cc2cc(=O)n3ccccc3n2)c(=O)c1CCO	22µM*
113	Cc1ccc2c(C(=O)N3CCOCC3)cc(NC(=O)C3CCC3)cc2n1	22µM*
114	O=C1NCCN/C1=C\C(=O)c1cccc(Br)c1	-2%
115	COc1ccc(C[C@H](NC(=O)[C@@H]2C[C@@H](NC(=O)Nc3cccc(F)c3)CCN2C(=O)[C@H](C)O)C(N)=O)cc1	-18%
116	CCOc1ccc(CN2C(=O)c3ccccc3Sc3ccc(C(=O)NC)cc32)cc1	?
117	CCOc1ccc(NC(=O)c2oc3ccccc3c2NC(=O)c2cc3ccccc3o2)cc1	-9%
118	Cc1cc(NC(=O)C(C)(C)C)cc(-c2nc3ccccc3o2)c1O	9%
